# High-throughput results: PubChem, several laboratories
# XIAP antagonists – XIAP antagonists, biochemical, IAP family, fluorescence polarization (AID 1018); E3 ubiquitin-protein ligase XIAP (Homo sapiens); one-dose displacement, % at 20 µM; IC50 in µM for titrated hits; XIAP BIR domain, fluorescence polarization peptide displacement; higher % means a stronger effect; 0.007% of 200,000 active; in the data active = displacement above about 50%; also: a part of the inactive calls stands beside numbers as strong as those of hits
# RSV antiviral HEp-2 – RSV antiviral activity via CPE protection, HEp-2 cells, primary 10 µM value included (AID 2391); HEp-2 cells, RSV-induced CPE inhibition; higher % means a stronger effect; CPE inhibition, % at 10 µM, or IC50 in µM where a hit was titrated; 0.13% of 310,000 active; in the data active = a potency from the dose series; inconclusive = CPE inhibition mostly from about 23% at the one dose, without a potency; inactive = the rest, 99 in 100 with CPE inhibition below about 21%; also: strong numbers were not always called active
# SIAH1 antagonists – Siah-1 peptide-binding antagonists, primary screen, biochemical, fluorescence polarization, rhodamine-plectin, uHTS (AID 1817); E3 ubiquitin-protein ligase SIAH1 (Homo sapiens); displacement, % at 20 µM; hits with a dose series show IC50 in µM; 0.02% of 290,000 active; Siah-1 / rhodamine-plectin peptide fluorescence polarization; higher % means a stronger effect;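 active = displacement of at least 50% at 20 µM, with a fluorescence ratio check between 0.3 and a set limit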;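 also: plate controls were Siah plus tracer with DMSO for no effect and tracer alone without Siah for full effect; strong numbers were not always called active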
# PMI inhibitors – inhibitors of human PMI, primary screen, biochemical, fluorescence intensity, coupled assay (AID 1209); Mannose-6-phosphate isomerase (Homo sapiens); purified PMI enzyme, coupled fluorescence intensity; higher % means a stronger effect; inhibition, % at 20 µM; hits with a dose series show IC50 in µM; 0.42% of 190,000 active;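 also: plate controls were DMSO vehicle for no effect and wells lacking substrate for full effect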
# PhoP inhibition – inhibitors of PhoP regulon expression, primary screen, Salmonella Typhimurium, GFP reporter (AID 1863) | S. Typhimurium PhoP-regulated promoter GFP reporter, 4 h; higher % means a stronger effect | inhibition, % at 50 µM; hits with a dose series show IC50 in µM | 0.16% of 300,000 active;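 active = inhibition over 29.93%, a cutoff 3 SD above the screen mean, later confirmed by dose response; inconclusive = inhibition over 29.93% but no dose response follow-up; inactive = inhibition at most 29.93% or unconfirmed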;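 also: 0% = low Mg2+ inducing control and 100% = high Mg2+ repressing control; strong numbers were not always called active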
# human PMI inhibitors – human PMI inhibitors, high substrate, primary screen, biochemical, fluorescence intensity, high mannose 6-phosphate (AID 1220); Mannose-6-phosphate isomerase (Homo sapiens); recombinant PMI enzyme, coupled fluorescence intensity; higher % means a stronger effect; inhibition, % at 20 µM, or IC50 in µM where a hit was titrated; 0.66% of 190,000 active
# TNAP activators – human TNAP enzyme activators, primary screen, biochemical, luminescent, no phosphate acceptor, uHTS (AID 1001); Alkaline phosphatase, tissue-nonspecific isozyme (Homo sapiens); purified TNAP, luminescent activation assay, no phosphate acceptor; higher activation fold means a stronger effect; activation fold at 20 µM, or EC50 in µM where a hit was titrated; 0.03% of 200,000 active; in the data active = activation fold from about 3, or a potency from the dose series; inactive = the rest, 99 in 100 with activation fold below about 1.6; also: many of its hits are not listed in these tables
# WT yeast gro inh – growth inhibition of WT strain, primary screen, mitochondrial fusion inhibitor project, WT and mutant strains, chemical genetic; mitochondrial fusion phenotypic screen; inhibition, % at 10 µM; 2.1% of 190,000 active; AID 1362, 2008; in the data active = inhibition above about 58%; tested in S. cerevisiae
# Myeloid diff 2 – induction of myeloid progenitor differentiation, primary screen, cell-based, flow cytometry, MLPCN library. 1% of 360,000 active. AID 624256, 2012. ER-HoxA9 myeloid progenitors, lysozyme-GFP differentiation. calls only at 10 µM;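 active = normalized GFP-positive differentiation at or above the plate's own cutoff, the solvent-only control mean plus 3 SD; inconclusive = no clear call, values can overlap the other calls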;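 also: cells exposed to compound for four days before flow analysis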
# WT yeast gro inh mutant strain – recorded beside WT yeast gro inh, whose call it bears; inhibition, %; mitochondrial fusion phenotypic screen, mutant strain inhibition
# Myeloid diff 2 GFP+ MAC1+ % – also measured in Myeloid diff 2; calls as there; GFP+ MAC1+ double positive, %; measured here: differentiation confirmed by MAC1 staining
# An asterisk follows results filed as active; i = inactive; ? = inconclusive; / = no result given; + = active, no number. Rule as the data show it, unless noted: active = inhibition above about 50%; inactive = the rest.
SMILES,XIAP antagonists,RSV antiviral HEp-2,SIAH1 antagonists,PMI inhibitors,PhoP inhibition,human PMI inhibitors,TNAP activators,WT yeast gro inh,WT yeast gro inh mutant strain,Myeloid diff 2,Myeloid diff 2 GFP+ MAC1+ %
COc1ccc(C2=NN(C(C#N)c3ccc(OC)c(OC)c3)C(c3ccccc3)C2)cc1 (stereo unspecified),-4.9%,0.9%,3.7%,7.7%,-0.5%,1.3%,1,10.8,13.4,i,0.7
O=C(C1CCN(S(=O)(=O)c2ccccc2)CC1)N1CCN(Cc2ccccc2)CC1,/,0.9%,4.3%,/,4.9%,/,/,/,/,i,1.6
CCCNC(=O)c1cc(-c2ccco2)on1,-8.4%,-3.2%,0.2%,8.7%,13.5%,11.0%,1.1,-14.7,-3.0,i,1.4
Cn1c(SCC(=O)c2ccc(O)c(O)c2)nnc1-c1ccccc1,/,0.3%,-1.6%,/,2.8%,/,/,/,/,i,0.8
CCOc1ccc2nc(SCC(=O)Nc3cccc(S(=O)(=O)NC4=NCCCCC4)c3)[nH]c2c1,-6.3%,2.4%,-8.4%,-0.2%,0.4%,26.7%,1.3,-1.0,1.3,i,0.7
CC1=C(C(=O)OCC2CCCO2)C(c2ccccc2)NC(=O)N1 (stereo unspecified),-16.3%,0.9%,1.1%,-5.8%,-10.4%,5.6%,1.1,12.7,-1.5,i,6.7
COc1ccc(/C=C2/SC(=S)N(CCCC(=O)Nc3ccc(O)cc3)C2=O)cc1OC,/,2.7%,-7.2%,/,-2.2%,/,/,/,/,i,0.7
CC(CC(=O)N(C)C1CCCCC1)S(=O)(=O)c1ccc2c(c1)NC(=O)CO2 (stereo unspecified),/,0.9%,-2.8%,/,6.6%,/,/,/,/,i,4.4
CC1=C(C(N)=O)C(c2ccc(F)cc2)n2nc(CCCO)nc2N1 (stereo unspecified),/,1.4%,-2.1%,/,2.9%,/,/,/,/,i,1.0
CC(=O)Nc1ccc(Cc2ccncc2)cc1,21.6%,0.8%,-2.4%,1.8%,-0.7%,2.9%,1,-20.3,8.8,i,2.2
O=[N+]([O-])c1ccc(NNS(=O)(=O)c2cc(Cl)ccc2Cl)nc1,/,1.0%,0.1%,/,0.7%,/,/,/,/,i,0.6
CS(=O)(=O)NN1C(=O)c2ccccc2NC1c1cc2ccccc2nc1Cl (stereo unspecified),6.2%,2.3%,6.1%,10.0%,9.8%,1.2%,1.2,9.9,6.3,i,0.2
O=C(NCc1ccc(Cl)cc1)c1ccc(CS(=O)Cc2cccc(Cl)c2)o1 (stereo unspecified),/,2.0%,14.6%,/,-11.1%,/,/,/,/,i,2.1
O=C(c1ccccc1C(=O)N1CCN(c2ccc(F)cc2)CC1)N1CCN(c2ccc(F)cc2)CC1,0.3%,14.6%,1.1%,5.6%,-6.8%,6.0%,1.1,6.7,-32.4,i,0.8
CCOC(=O)CSc1nc2sc3c(c2c(=O)n1C1CCCCC1)CCN(C)C3,-5.5%,1.0%,1.4%,7.2%,-2.7%,-3.4%,0.9,-6.5,-4.6,i,0.7
CSc1ccccc1C(=O)N1CCc2ccccc2C1,-2.6%,4.0%,-3.8%,-1.8%,-11.5%,0.0%,1.1,-7.5,-17.2,i,0.1
CC(=O)OCCOCn1cnn2c(=O)c(Br)c(C)nc12,/,2.7%,1.7%,/,-3.4%,/,/,/,/,i,0.7
O=C(COc1ccccc1)N1CCN(c2ccccc2)CC1,-1.9%,0.8%,7.2%,-4.3%,-8.1%,-1.8%,1,-23.2,-7.3,i,0.4
COC(=O)c1cccc(NC(=O)CN2CCc3ccccc3C2)c1,/,5.0%,3.4%,/,3.3%,/,/,/,/,i,0.7
O=C(NC1CCCCC1)C(c1ccc(F)cc1)N(Cc1ccco1)C(=O)c1ccccn1 (stereo unspecified),-0.1%,-1.5%,2.0%,-2.0%,3.6%,-2.0%,1.1,-5.1,-15.9,i,0.4
CN(CC(=O)Nc1ccc(N2CCOCC2)cc1)C(=O)CSc1ccc(Br)cc1,/,0.8%,-3.4%,/,2.1%,/,/,/,/,?,/
N#Cc1ccc(C23CC4(C2)[C@H](CN(Cc2ccc(-c5ccccc5)cc2)[C@@H]4c2ccccc2)C3c2ccccc2)cc1 (stereo partly specified),/,0.0%,-3.2%,/,0.4%,/,/,/,/,i,1.1
O=C(NC(=O)N1CCCc2ccccc21)c1ccccc1,-3.3%,-0.4%,4.1%,-2.0%,-5.0%,-1.0%,1.2,5.1,9.1,i,0.7
COc1ccccc1NS(=O)(=O)c1cccc(C(=O)N/N=C/c2cn(-c3ccccc3)nc2-c2ccccc2)c1,-5.8%,9.6%,-4.2%,-4.6%,1.2%,10.5%,1.1,2.3,-7.0,i,1.2
C/C(=N\NC(=S)NCCc1ccccc1)c1cccc(Br)c1,-5.5%,1.7%,-0.8%,1.1%,1.2%,9.0%,1,26.9,34.1,i,0.5

# Two records picked at random from those above, as already listed:
SMILES,XIAP antagonists,RSV antiviral HEp-2,SIAH1 antagonists,PMI inhibitors,PhoP inhibition,human PMI inhibitors,TNAP activators,WT yeast gro inh,WT yeast gro inh mutant strain,Myeloid diff 2,Myeloid diff 2 GFP+ MAC1+ %
N#Cc1ccc(C23CC4(C2)[C@H](CN(Cc2ccc(-c5ccccc5)cc2)[C@@H]4c2ccccc2)C3c2ccccc2)cc1 (stereo partly specified),/,0.0%,-3.2%,/,0.4%,/,/,/,/,i,1.1
Cn1c(SCC(=O)c2ccc(O)c(O)c2)nnc1-c1ccccc1,/,0.3%,-1.6%,/,2.8%,/,/,/,/,i,0.8

# New compounds follow:
SMILES,XIAP antagonists,RSV antiviral HEp-2,SIAH1 antagonists,PMI inhibitors,PhoP inhibition,human PMI inhibitors,TNAP activators,WT yeast gro inh,WT yeast gro inh mutant strain,Myeloid diff 2,Myeloid diff 2 GFP+ MAC1+ %
Cc1cc(C)nc(NC(=NCCc2c[nH]c3ccccc23)NC(=O)Nc2ccc(Cl)cc2)n1,-4.7%,20.4%,-6.4%,22.7%,1.2%,16.0%,1.1,29.3,-2.8,i,0.4
COc1ccccc1C(c1nnnn1CCc1ccccc1)N1CCCCCC1 (stereo unspecified),-2.9%,?,0.5%,8.3%,11.1%,4.6%,1,-2.2,6.6,i,1.4
Cc1nnsc1C(=O)Nc1cccc(Cl)c1,-3.7%,?,7.1%,-2.3%,-1.7%,-4.5%,1.1,5.3,2.5,i,0.6
CCOC(=O)N/N=C/c1cccc(Cl)c1Cl,0.0%,4.2%,-0.7%,-5.8%,-5.3%,-6.8%,1.1,-17.7,-7.3,i,0.8
O=C(CN1CCc2ccccc2C1)Nc1ccc(Br)cc1,-5.7%,5.4%,-4.5%,11.8%,11.9%,1.6%,1.1,-20.5,-15.6,i,0.9
COc1ccc(C(=O)N/N=C/c2cccnc2)cc1,/,0.6%,-10.5%,/,4.7%,/,/,/,/,i,0.5
COCCCn1c(SCC(N)=O)nnc1-c1ccccc1,-6.1%,-1.0%,2.7%,-7.8%,-6.8%,-4.9%,1.1,-6.4,-3.5,i,6.5
N#Cc1c(NC(=O)c2ccccc2Cl)n(Cc2ccccc2)c2nc3ccccc3nc12,-10.6%,4.5%,44.7%,34.3%,-4.4%,32.7%,0.9,-0.6,9.8,+,1.9*
O=C(Cn1ncc2c3ccccc3n(Cc3ccccc3)c2c1=O)NCCN1CCOCC1,/,0.0%,10.5%,/,-12.5%,/,/,/,/,i,6.8
CC(C)Oc1ccc(CC(=O)NNC(=S)Nc2ccccc2)cc1,/,5.3%,0.2%,/,-13.6%,/,/,/,/,i,0.2
CCCCSc1nc2c(c(=O)[nH]1)CCC2,-2.7%,2.8%,-2.4%,11.0%,2.6%,5.2%,1,-16.9,14.3,i,0.6
O=C(Cn1cnc2c(nnn2Cc2ccc(F)cc2)c1=O)NC1CCCC1,-1.0%,0.4%,-2.4%,-11.4%,-2.7%,5.4%,1,6.2,16.9,i,1.8
Oc1ccc(/C=N/Nc2nc(-c3ccccc3F)nc3ccccc23)c(O)c1,/,9.2%,4.2%,/,7.1%,/,/,/,/,i,0.4
Clc1ccc(-c2nc3nc4ccccc4nc3n2Cc2ccco2)cc1,-7.5%,2.8%,-5.4%,9.2%,0.0%,-4.3%,1.1,4.7,-5.1,i,1.4
Cc1ccccc1CN1CCNC1=O,-5.3%,1.1%,-2.8%,6.0%,3.3%,1.7%,1.1,-11.8,-4.2,i,2.1
CC12CCC(=O)N1C(C(=O)Nc1nnc(SCc3ccccc3F)s1)CS2 (stereo unspecified),/,2.6%,-3.0%,/,-3.8%,/,/,/,/,i,1.5
O=C(CSc1nnc(NC(=O)c2ccccc2C(=O)O)s1)Nc1ccccc1Cl,-4.1%,1.6%,0.1%,-30.2%,3.7%,-9.4%,1.1,-10.2,15.0,i,0.6
Cc1nn(C)c(C)c1C(C)NC(=O)c1ccc(OC2CCN(Cc3ccccn3)CC2)cc1 (stereo unspecified),/,7.1%,-2.1%,/,-4.7%,/,/,/,/,?,/
COc1cc(N2CCCC2)c(OC)cc1/C=C(/C#N)c1ccc(F)cc1,-5.8%,14.4%,24.2%,17.9%,2.0%,54.8%*,0.9,22.9,-1.8,/,/
Cc1ccc(N2C(=O)C3Sc4[nH]c(=O)sc4C(c4ccccc4)C3C2=O)cc1 (stereo unspecified),-4.7%,0.6%,1.6%,11.4%,5.8%,28.6%,1.1,-7.1,-10.0,i,1.0
O=C(OC(C(=O)NC1CCCC1)c1ccncc1)C1=Cc2ccccc2OC1 (stereo unspecified),-3.5%,2.0%,4.4%,0.3%,-3.4%,2.9%,1.1,8.0,6.3,i,0.7
CCN(c1ccc(C)cc1C)S(=O)(=O)c1nnc(NC(=O)c2ccco2)s1,/,17.7%,2.6%,/,-20.1%,/,/,/,/,?,/
Cn1nnc(C(O)CN2CCOCC2)n1 (stereo unspecified),-2.0%,0.1%,-7.6%,-2.7%,-1.0%,-0.5%,1.1,-16.7,-2.7,i,0.7
O=C(Nc1cccc2c1C(=O)NC2=O)c1ccc(N2C(=O)CCC2=O)cc1,-4.3%,0.8%,3.1%,-6.1%,-7.4%,2.2%,1.1,8.7,7.1,i,0.7
CCCc1cc(Nc2cccc(OC)c2)n2ncnc2n1,-1.4%,-2.1%,7.2%,9.6%,-8.1%,15.0%,1.2,10.6,23.7,i,1.3
Cc1ccc(-n2c(SCC(=O)c3c(N)n(C)c(=O)n(C)c3=O)nc3sc4c(c3c2=O)CCCC4)c(C)c1,-4.4%,14.6%,1.4%,3.1%,12.1%,7.6%,1,18.4,7.0,+,1.3*
Cc1nn(CC(=O)Nc2cccc(Cl)c2)c(=O)c2cc(-c3ccccc3)nn12,/,2.2%,3.0%,/,-7.2%,/,/,/,/,i,2.2
O=C(N/N=C/c1ccc(OCC(=O)N2CCCC2)cc1)C(=O)NC1CC1,/,-0.6%,5.4%,/,-9.2%,/,/,/,/,i,1.0
O=C(CN1C(=O)S/C(=C\c2ccccc2)C1=O)Nc1cc([N+](=O)[O-])ccc1O,/,12.2%,3.9%,/,1.8%,/,/,/,/,i,0.6
